From PubChem
CHRM4 PAM = human M4 muscarinic receptor positive allosteric modulators, primary screen, CHO-K1 cells, Fluo-8 calcium fluorescence; activation, % at 3 µM; CHO-K1 hM4/Gqi5, ACh EC20; 0% = ACh EC20, 100% = maximal ACh; 0.4% of 360,000 active; AID 624126, 2012;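 active means activation above its plate's cutoff, the mean activation of sample wells plus 3 SD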; further: some results filed as inactive read as strong as hits
Target sequence (P08173 whole entry, looked up): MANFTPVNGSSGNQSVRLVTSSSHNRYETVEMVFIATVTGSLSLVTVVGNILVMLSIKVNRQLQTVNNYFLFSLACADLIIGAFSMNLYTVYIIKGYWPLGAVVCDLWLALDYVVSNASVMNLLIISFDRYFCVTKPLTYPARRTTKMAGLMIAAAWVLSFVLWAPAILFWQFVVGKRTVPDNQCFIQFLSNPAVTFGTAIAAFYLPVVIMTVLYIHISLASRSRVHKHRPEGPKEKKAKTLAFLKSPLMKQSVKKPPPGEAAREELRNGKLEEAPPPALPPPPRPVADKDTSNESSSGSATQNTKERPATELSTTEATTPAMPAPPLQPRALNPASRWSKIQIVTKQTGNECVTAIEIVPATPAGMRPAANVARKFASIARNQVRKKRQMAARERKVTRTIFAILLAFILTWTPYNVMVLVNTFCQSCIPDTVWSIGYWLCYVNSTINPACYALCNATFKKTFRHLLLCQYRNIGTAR
M1 PAM = human M1 muscarinic receptor positive allosteric modulators, primary screen, CHO-K1 cells, Fluo-8 calcium fluorescence, 1536-well | Muscarinic acetylcholine receptor M1 (Homo sapiens), P11229 | CHO-K1 hM1, ACh EC20; 0% = ACh EC20, 100% = maximal ACh | activation, % at 3 µM | 0.088% of 360,000 active; in the data active means activation above about 19%, passing the limit was not always enough
Target sequence (P11229 whole entry, looked up): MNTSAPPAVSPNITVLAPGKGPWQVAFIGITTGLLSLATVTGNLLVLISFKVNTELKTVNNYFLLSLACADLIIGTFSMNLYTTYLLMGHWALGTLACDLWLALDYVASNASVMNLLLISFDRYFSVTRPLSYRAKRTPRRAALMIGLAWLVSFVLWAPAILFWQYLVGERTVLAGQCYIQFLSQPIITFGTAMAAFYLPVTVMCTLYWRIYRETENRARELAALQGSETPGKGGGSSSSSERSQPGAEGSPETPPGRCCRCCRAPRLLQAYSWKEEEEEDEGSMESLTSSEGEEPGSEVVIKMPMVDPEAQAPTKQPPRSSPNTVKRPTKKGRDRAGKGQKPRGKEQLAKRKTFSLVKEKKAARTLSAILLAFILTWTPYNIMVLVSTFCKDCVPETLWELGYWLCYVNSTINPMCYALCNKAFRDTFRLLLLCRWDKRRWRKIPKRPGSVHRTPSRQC
CHRM5 PAM = human M5 muscarinic receptor positive allosteric modulators, primary screen, CHO-K1 cells, Fluo-8 calcium fluorescence; Muscarinic acetylcholine receptor M5 (Homo sapiens), P08912; 0.3% of 360,000 active; activation, % at 3 µM; CHO-K1 hM5, ACh EC20 PAM; 0% = ACh EC20, 100% = ACh EC100; AID 624038, 2012;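 active means activation above the run cutoff, the mean activation of all test compounds plus 3 SD, cut at about 18% in these data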
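Measured by: Fluo-8 calcium fluorescence; material: human M5 receptor in CHO-K1 cells; schedule: Post-acetylcholine fluorescence recording 140 s; benchmarks: low control EC20 acetylcholine (0%), high control EC100 acetylcholine (100%); read-out: Max/basal fluorescence ratio as % of EC20–EC100 ACh window; compound: single dose, 3 µM nominal final test concentration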
CHRM5 agonist = human M5 muscarinic receptor agonists, primary screen, CHO-K1 cells, Fluo-8 calcium fluorescence | Muscarinic acetylcholine receptor M5 (Homo sapiens), P08912 | CHO-K1 hM5 cells; 0% DMSO wells, 100% maximal acetylcholine response | activation, % at 3 µM | 0.19% of 360,000 active;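 active means activation above the run's mean over test compounds plus 3 SD, cut at about 23% in these data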;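 further: signal is peak over basal fluorescence ratio across the kinetic read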
M4 ag = human M4 muscarinic receptor agonists, primary screen, CHO-K1 cells, Fluo-8 calcium fluorescence; activation, % at 3 µM; CHO-K1 hM4/Gqi5; vehicle 0%, full acetylcholine response 100%; 0.14% of 360,000 active; AID 624127, 2012;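 active means activation above the run mean over all test wells plus 3 SD, cut at about 32% in these data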;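 further: peak over basal fluorescence ratio per well then scaled between controls; 0% = DMSO wells and 100% = acetylcholine at EC100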
M1 antag = human M1 muscarinic receptor antagonists, primary screen, CHO-K1 cells, Fluo-8 calcium fluorescence, 1536-well; Muscarinic acetylcholine receptor M1 (Homo sapiens), P11229; CHO-K1 hM1, ACh EC80 antagonist; inhibition, % at 3 µM; 1.3% of 360,000 active; AID 588852, 2011;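 active means percent inhibition above its own plate's cutoff, namely the mean of that plate's compound wells plus 3 SD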;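 further: peak over basal fluorescence ratio during 140 s after agonist addition; 0% = ACh EC80 plus DMSO and 100% = DMSO alone without agonist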
M5 antag = human M5 muscarinic receptor antagonists, primary screen, CHO cells, Fluo-8 calcium fluorescence. 0.59% of 360,000 active. AID 624040, 2012. Muscarinic acetylcholine receptor M5 (Homo sapiens), P08912. CHO-hM5 cells, ACh EC80. inhibition, % at 3 µM;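 active means inhibition above a per-plate cutoff, the mean of that plate's test compounds plus 3 SD, cut at about 27% in these data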;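 further: 0% = acetylcholine EC80 with DMSO and 100% = DMSO without agonist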
M4 antag = human M4 muscarinic receptor antagonists, primary screen, CHO cells, Fluo-8 calcium fluorescence. Muscarinic acetylcholine receptor M4 (Homo sapiens), P08173. CHO-hM4 cells, ACh EC80. inhibition, % at 3 µM. 0.73% of 360,000 active. AID 624125, 2012;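 active means inhibition above its plate's cutoff, the mean inhibition of sample wells plus 3 SD, cut at about 27% in these data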;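 further: 0% = acetylcholine EC80 with DMSO and 100% = DMSO without agonist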
CRFR2-BP ag = agonists of CRF-BP/CRF-R2 complex, primary screen, cell-based, HEK293, calcium dye fluorescence, uHTS | CRF-binding protein / CRF receptor 2 complex (human) | calcium dye fluorescence (FLIPR); percent of saturating CRF peptide response | activation, % at 13.2 µM | 0.46% of 350,000 active;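 active means activation of at least 50%, plus an integration ratio under a set limit after plate pattern correction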;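 further: plate controls were neutral control wells without compound for no effect and CRF at EC100 for full effect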
* marks the source's active call; other numbers are inactive results.

The opening 14 records as a preview:
SMILES	CHRM4 PAM	M1 PAM	CHRM5 PAM	CHRM5 agonist	M4 ag	M1 antag	M5 antag	M4 antag	CRFR2-BP ag
CC(=O)c1ccc(N2CCN(S(=O)(=O)c3ccc(-c4cnc(C5CC5)o4)cc3)CC2)cc1	0	-11	4	-1	1	20	-4	9	2.9
CC(Oc1ccc2ccc(=O)oc2c1)C(=O)NC1CC(C)(C)NC(C)(C)C1 (centres undefined)	1	9	-1	-4	1	-10	5	5	1.1
Cc1ccc(S(=O)(=O)CC(=O)N2CCN(c3cccc(C(F)(F)F)c3)CC2)cc1	3	7	8	10	10	-8	-14	-5	-4.2
C[C@H](CO)N1C[C@H](C)[C@@H](CN(C)C(=O)Nc2ccc3c(c2)OCCO3)OCc2cnnn2CCCC1=O	-3	3	-3	-1	-1	-4	5	22	-0.9
O=C(CC12CC3CC(CC(C3)C1)C2)NC(=S)Nc1ccc(CN2CCOCC2)cc1	-2	2	-5	-2	1	-7	1	-4	-0.6
Clc1ccccc1CN1CCSCC1	4	5	2	1	0	-13	2	-10	-1.1
COc1ccc(NC(=O)CSc2nc(N)c(NC(=O)c3ccccc3F)c(=O)[nH]2)cc1	17*	14	1	-2	1	-12	10	2	0.2
CCOC(=O)CSc1nnc(-c2nnc(SCC(=O)OCC)n2CC)n1CC	-6	-5	-10	0	1	4	8	1	0.7
CC(C)(C)n1ncc2c(=O)n(Cc3cccc(Cl)c3)cnc21	-4	-4	-4	-3	3	15	8	-8	-2.9
Oc1ccc(-c2csc(-c3cccnc3)n2)cc1O	0	7	-2	1	2	-1	14	6	-5.9
C=CCn1c(COc2ccc(OC)cc2)nnc1SCn1nnc2ccccc2c1=O	-10	3	-1	1	3	-13	2	-2	-1.4
Cc1cc(Nc2cc(Cl)cc(Cl)c2)nc(N)n1	4	0	6	5	2	3	7	0	-1.1
C/C(N)=C(/C#N)C(=O)CSc1nc2scc(-c3ccccc3)c2c(=O)n1C	5	7	8	4	2	-4	4	2	1.9
CC(=O)Nc1ccc(Oc2ccc(NC(C)=O)c(NC(C)=O)c2)cc1	5	10	4	2	2	-12	7	-9	1.1

Main list, from the start:
SMILES	CHRM4 PAM	M1 PAM	CHRM5 PAM	CHRM5 agonist	M4 ag	M1 antag	M5 antag	M4 antag	CRFR2-BP ag
CC(=O)c1ccc(N2CCN(S(=O)(=O)c3ccc(-c4cnc(C5CC5)o4)cc3)CC2)cc1	0	-11	4	-1	1	20	-4	9	2.9
CC(Oc1ccc2ccc(=O)oc2c1)C(=O)NC1CC(C)(C)NC(C)(C)C1 (centres undefined)	1	9	-1	-4	1	-10	5	5	1.1
Cc1ccc(S(=O)(=O)CC(=O)N2CCN(c3cccc(C(F)(F)F)c3)CC2)cc1	3	7	8	10	10	-8	-14	-5	-4.2
C[C@H](CO)N1C[C@H](C)[C@@H](CN(C)C(=O)Nc2ccc3c(c2)OCCO3)OCc2cnnn2CCCC1=O	-3	3	-3	-1	-1	-4	5	22	-0.9
O=C(CC12CC3CC(CC(C3)C1)C2)NC(=S)Nc1ccc(CN2CCOCC2)cc1	-2	2	-5	-2	1	-7	1	-4	-0.6
Clc1ccccc1CN1CCSCC1	4	5	2	1	0	-13	2	-10	-1.1
COc1ccc(NC(=O)CSc2nc(N)c(NC(=O)c3ccccc3F)c(=O)[nH]2)cc1	17*	14	1	-2	1	-12	10	2	0.2
CCOC(=O)CSc1nnc(-c2nnc(SCC(=O)OCC)n2CC)n1CC	-6	-5	-10	0	1	4	8	1	0.7
CC(C)(C)n1ncc2c(=O)n(Cc3cccc(Cl)c3)cnc21	-4	-4	-4	-3	3	15	8	-8	-2.9
Oc1ccc(-c2csc(-c3cccnc3)n2)cc1O	0	7	-2	1	2	-1	14	6	-5.9
C=CCn1c(COc2ccc(OC)cc2)nnc1SCn1nnc2ccccc2c1=O	-10	3	-1	1	3	-13	2	-2	-1.4
Cc1cc(Nc2cc(Cl)cc(Cl)c2)nc(N)n1	4	0	6	5	2	3	7	0	-1.1
C/C(N)=C(/C#N)C(=O)CSc1nc2scc(-c3ccccc3)c2c(=O)n1C	5	7	8	4	2	-4	4	2	1.9
CC(=O)Nc1ccc(Oc2ccc(NC(C)=O)c(NC(C)=O)c2)cc1	5	10	4	2	2	-12	7	-9	1.1
Cc1nn(CC(=O)NCc2ccc(-n3cccn3)cc2)c(C)c1[N+](=O)[O-]	2	9	-4	-3	3	-9	5	2	0.8
Cn1cccc1C(=S)N1CCOCC1	2	2	4	-7	1	-2	-2	-10	4.0
Cc1ccc(C(=O)OCC2OC3OC(C)(C)OC3C2O)cc1 (centres undefined)	-2	0	-2	-1	0	3	0	11	1.5
COc1ccc(OC)c(NC(=O)CN2CCC(C(=O)c3ccc(C)cc3)CC2)c1	-10	-9	-13	-2	-3	11	0	-6	-1.0
COCCNc1nc(-c2ccc(OC)cc2)c(-c2ccc(OC)cc2)s1	-4	6	-23	-8	-1	2	5	1	1.2
CCOC(=O)C(NC(=O)c1cccc(Cl)c1)(OCc1ccccc1)C(F)(F)F (centres undefined)	10	-3	-7	-7	-2	-6	-4	2	0.1
Cn1c(SCCC#N)nnc1-c1ccccc1F	-1	8	9	-6	1	-6	11	4	1.9
COCCCN=Cc1c(C)[nH]n(-c2ccc(Br)cc2Br)c1=O	-3	3	-5	2	1	4	7	2	-1.4
O=c1c2c(-c3cccs3)csc2[nH]c(=S)n1-c1ccccc1	3	1	-2	0	1	-2	3	-8	-3.4
O=C(COc1ccc(Br)cc1Cl)N1CCN(c2ncccn2)CC1	-3	-2	0	0	2	12	17	0	0.8
Cc1nonc1NC(=O)CSc1ccccn1	3	8	-3	-3	1	-3	2	1	-1.6
Cc1cccc(-c2cc3nc(C)cc(N4CC(C)CC(C)C4)n3n2)c1 (centres undefined)	1	0	2	-4	0	-33	-8	-1	2.4
COCCN(C(=O)CCN1C(=O)C2CC=CCC2C1=O)c1c(N)n(CC(C)C)c(=O)[nH]c1=O (centres undefined)	6	4	2	2	1	6	1	-3	1.2
COc1ccc(C(CNC(=O)COc2ccccc2)N2CCOCC2)cc1 (centres undefined)	-2	5	3	-1	1	-9	8	-2	0.0
CC1CCCC(NC(=O)C2CCCN2S(=O)(=O)c2cccc3nsnc23)C1C (centres undefined)	2	10	3	1	4	-14	-4	-10	-0.7
COc1ccc2[nH]c(-c3ccccc3)cc2c1	7	12	4	-6	-1	-15	-3	-8	1.4
CCOc1ccc(OCCOC(=O)CN(C)S(=O)(=O)c2ccc(NC(C)=O)cc2)cc1	-4	-10	-6	5	17	16	2	4	-0.2
Cn1c(N)c(C(=O)COC(=O)/C=C/c2ccc(S(=O)(=O)N3CCOCC3)cc2)c(=O)n(C)c1=O	-9	3	-2	-3	0	-6	-1	1	-0.9
O=C(NCC(c1ccco1)N1CCc2ccccc2C1)C(=O)Nc1ccccc1 (centres undefined)	3	8	-6	0	3	-6	2	-24	4.7
O=C(CC1NC(=O)NC1=O)Nc1ccc(Cl)cc1 (centres undefined)	1	6	3	0	0	-3	-5	2	1.5
COC(=O)/C=C/COc1ccccc1[N+](=O)[O-]	18*	6	7	-2	0	-12	-1	-5	0.0
COC(=O)c1c(NC(=O)C2=COCCO2)sc(C)c1C	25*	11	-1	-5	0	-6	6	7	-3.1
CCn1c(=NC(=O)CSCC(=O)Nc2nccs2)sc2ccccc21	-1	-7	-5	-7	2	15	-4	-2	0.2
COC(=O)C[C@H]1c2cc(F)ccc2S(=O)(=O)N1Cc1ccccc1OC	5	9	3	4	3	-8	3	-7	-0.2
CCCn1cnc2c(=S)nc(N)[nH]c21	-9	2	1	1	1	-4	-4	-1	-0.3
C#CCCC/C(=C\C(=O)N(C)[C@H](C(=O)N(C)[C@H](C(=O)N(C)[C@H](C(=O)N(C)[C@H](C(N)=O)C(C)C)C(C)C)C(C)C)C(C)C)OC	4	6	5	0	1	-6	-12	-10	0.6
COc1ccc(N2CC(C)Cn3c2nc2c3c(=O)n(CCN3CCOCC3)c(=O)n2C)cc1 (centres undefined)	4	13	-4	-2	0	-19	4	-11	0.7
CCn1nc(C(=O)OCC(=O)NC(C)C)c2ccccc2c1=O	-7	5	10	1	-1	4	5	2	-1.3
O=C(NCCCC1CCCC1)C1CCC(=O)N(Cc2cccc(C(F)(F)F)c2)C1 (centres undefined)	0	-3	-1	-3	1	11	3	-2	-0.7
CN1CCN(CC(=O)Nc2ccc(OC(F)(F)F)cc2)CC1	1	2	-5	-3	1	6	6	-2	4.1
CN(C)S(=O)(=O)c1cccc(NC(=S)N/N=C/c2ccco2)c1	-13	3	-1	0	4	1	1	15	-1.2
CC1CCC(NC(=O)CN2C(=O)C3CC=CCC3C2=O)CC1 (centres undefined)	-4	5	1	3	1	-6	-5	0	0.3
C/C(CS(=O)(=O)c1ccc(Cl)cc1)=N/NC(N)=S	20*	9	4	3	1	-11	-3	-11	4.0
Cn1ccc(CC(=O)N2CCC(N3CCC(C(=O)N4CCCC4)CC3)CC2)c1	5	4	-5	-3	1	-2	9	2	-2.1
N#C/C(=C\c1c(Oc2ccc(Cl)cc2)nc2ccccn2c1=O)C(=O)NC1CCS(=O)(=O)C1 (centres undefined)	0	10	9	-4	1	-5	6	3	13
CCc1ccc(C(=O)Cn2ccsc2=N)cc1	-1	-3	-1	-4	-1	5	-6	-11	2.3
Cc1cc2cc(CNC(=O)c3ccc4c(c3)OCO4)ccc2[nH]1	-4	-3	-3	-1	3	4	1	-1	1.5
Cc1ccccc1NC(=O)Cn1nc(C(=O)O)c2ccccc2c1=O	9	5	3	-1	1	-3	1	-13	0.2
COc1ccc(S(=O)(=O)NC2CCCCC2)cc1-n1cnnn1	3	1	-3	-3	2	6	-8	1	-1.1
CCCc1cc(=O)oc2cc(C)cc(OC(C)C(=O)NCCCn3ccnc3)c12 (centres undefined)	4	3	1	-6	0	-7	0	-4	0.4
C[C@]12CC[C@H](O)CC1=CCC1C2CC[C@@]2(C)C1CC[C@@H]2NC(=O)[C@@H](N)Cc1cnc[nH]1 (some centres undefined)	1	-2	0	5	1	-3	7	-4	-4.7
COc1ccc(OCC(=O)N(Cc2sccc2C)C2CCS(=O)(=O)C2)cc1 (centres undefined)	0	7	-1	-1	1	-6	0	4	-0.5
